# Source: PubChem
# EPAC1 ag: qHTS for Agonist of cAMP-regulated guanine nucleotide exchange factor 3 (EPAC1): primary screen. 360,000 compounds, 0.073% hits. EPAC1 agonist qHTS, biochemical assay; response scale: 100% = response to 6.5 mM cAMP. Potency, µM (doses to about 154 µM), inactives show at the top dose activation, most hits filed as activators. Rap guanine nucleotide exchange factor 3 (Homo sapiens), O95398; note: potency is the fitted concentration of half-maximal effect; nearly all actives have a fitted effect of over 60% in size
# Target sequence (O95398 whole entry, looked up): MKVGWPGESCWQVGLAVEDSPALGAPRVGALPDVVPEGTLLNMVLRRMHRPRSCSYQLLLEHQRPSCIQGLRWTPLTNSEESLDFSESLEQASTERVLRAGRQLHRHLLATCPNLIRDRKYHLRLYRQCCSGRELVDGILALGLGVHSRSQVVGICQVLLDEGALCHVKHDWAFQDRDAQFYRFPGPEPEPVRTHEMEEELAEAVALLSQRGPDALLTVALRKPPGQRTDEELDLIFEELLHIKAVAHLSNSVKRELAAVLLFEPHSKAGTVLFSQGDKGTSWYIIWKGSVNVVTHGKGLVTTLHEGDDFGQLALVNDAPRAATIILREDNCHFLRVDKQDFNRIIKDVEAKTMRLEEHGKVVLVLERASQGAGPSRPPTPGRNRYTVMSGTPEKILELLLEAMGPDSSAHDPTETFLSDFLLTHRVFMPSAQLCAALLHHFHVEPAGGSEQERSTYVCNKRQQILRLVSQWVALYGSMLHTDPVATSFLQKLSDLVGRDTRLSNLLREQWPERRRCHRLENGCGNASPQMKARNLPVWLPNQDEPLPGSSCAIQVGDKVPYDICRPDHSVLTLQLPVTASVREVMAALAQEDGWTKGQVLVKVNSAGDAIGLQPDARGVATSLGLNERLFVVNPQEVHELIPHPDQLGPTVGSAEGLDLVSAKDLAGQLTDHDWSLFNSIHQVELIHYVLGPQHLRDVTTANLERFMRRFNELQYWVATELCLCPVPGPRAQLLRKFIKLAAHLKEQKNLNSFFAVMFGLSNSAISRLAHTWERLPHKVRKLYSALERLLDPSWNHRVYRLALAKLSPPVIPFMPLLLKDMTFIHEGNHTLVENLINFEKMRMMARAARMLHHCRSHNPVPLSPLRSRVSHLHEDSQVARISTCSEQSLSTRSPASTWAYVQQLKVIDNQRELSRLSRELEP
#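 Normalized to 6.5 mM cAMP, activity reflects EPAC1-catalysed release of BODIPY-GDP from Rap1B, followed kinetically over 30 min at 480 nm excitation, 540 nm emission. Reaction contained 100 nM EPAC1, 250 nM Rap1B-BODIPY-GDP, 50 uM GDP.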
# aSyn yeast inh: qHTS of alpha-syn Inhibitors | Yeast expressing alpha-synuclein, growth rescue, BacTiter-Glo, 24 h | Potency, µM (highest dose often 46.1 µM), for the others: at the highest dose growth rescue (activation), usual class: activators | 370,000 compounds, 0.14% hits | AID 652106, 2013; note: potency is the fitted concentration of half-maximal effect; % of control where 0% means no effect; nearly all actives have a fitted effect of over 65% in size
#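 Rescue of yeast growth: cells expressing toxic alpha-synuclein, induced in galactose at OD600 0.02, incubated with compound 24 h at 30 C. ATP luminescence quantified growth; inhibitors of toxicity appear as activators.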
# EPAC1 antagonist: qHTS for Antagonist of cAMP-regulated guanine nucleotide exchange factor 3 (EPAC1): primary screen; Rap guanine nucleotide exchange factor 3 (Homo sapiens), O95398; EPAC1 GEF assay, Rap1b-BODIPY-GDP exchange fluorescence; Potency, µM (doses to about 115 µM), for inactives: top-dose activity change, negative = inhibition, hits mostly inhibitors; 360,000 compounds, 0.14% hits;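 note: potency is the fitted concentration of half-maximal effect; plate controls were vehicle for no effect and positive control for full effect; nearly all actives have a fitted effect of over 50% in size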
# PLK1 PBD block: qHTS for Inhibitors of PLK1-PDB (polo-like kinase 1 - polo-box domain): Primary Screen; Potency, µM, for the others: max response, negative = inhibition, usual class: inhibitors; AID 720504, 2013; Serine/threonine-protein kinase PLK1 (Homo sapiens), P53350; 360,000 compounds, 2.8% hits; Plk1 PBD binding of FITC phosphopeptide, fluorescence polarization; note: potency is the fitted concentration of half-maximal effect; series mostly up to about 57 µM; % is set by controls: 0 for no effect and ±100 for the full control effect; nearly all actives have a fitted effect of over 65% in size
# IL2 activator: qHTS of IL-2 Activators. AID 652025, 2013. IL-2 activation reporter assay, cell-based qHTS; stimulated with anti-CD3/CD4/CD28 beads; in transgenic mouse T cells. activation, % (series mostly up to about 46 µM). 360,000 compounds, 0.065% hits; in the data active = activation above about 50%; inconclusive = mostly about 30% to 49%; note: 0% is about no effect
#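 First, unstimulated transgenic mouse T cells were exposed to compound for 60 min. Next, anti-CD3/anti-CD4-coated beads with anti-CD28 were added. Finally, after 18 h at 37 degrees C, EGFP and DsRed were imaged.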
# FUS suppressor: qHTS for Suppressors of FUS Proteinopathy: Primary screen using FUS-linked yeast assay. 390,000 compounds, 0.24% hits. S. cerevisiae FUS-expressing, growth rescue, OD600, 24 h. Potency, µM (highest dose often 76.6 µM), without a hit: at the top dose growth rescue (activation), actives largely listed as activators. AID 1347120, 2019;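 note: potency is the fitted concentration of half-maximal effect; plate controls were DMSO vehicle for no effect and reference control for full effect; nearly all actives have a fitted effect of over 55% in size; some results filed as inactive show a strong effect at the top dose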
#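 Steps: raffinose overnight preculture; dilution to OD 0.005 in 2% galactose minimal medium; compound addition (concentration series); 24hr at 30C, 99% humidity; absorbance read at 600 nm.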
# Abeta yeast res: qHTS for compounds that reverse cellular toxicity of Amyloid beta (A-beta) peptide in yeast: Primary Screen | 410,000 compounds, 0.063% hits | yeast expressing A-beta42, growth rescue, OD600, 48 h; response scale: 0% DMSO, 100% iron-clioquinol control | Potency, µM (titrated, usually from 46.1 µM), without a hit: at the highest dose growth rescue, actives largely listed as activators | AID 1347071, 2019; note: potency is the fitted concentration of half-maximal effect; nearly all actives have a fitted effect of over 55% in size
#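 Yeast growth medium received pinned compounds, then yeast cells expressing toxic A-beta were added; plates incubated at 30 C for 48 hr. Growth read as absorbance at 600 nm, normalized to DMSO and equimolar FeCl3 plus clioquinol controls.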
# PI5P4K alpha inh: qHTS for Inhibitors of phosphatidylinositol 5-phosphate 4-kinase (PI5P4K); Phosphatidylinositol 5-phosphate 4-kinase type-2 alpha (Homo sapiens), P48426; PI5P4Kalpha enzyme, ADP-Glo luminescence, 60 min; active compounds read low; max response, %; 330,000 compounds, 1.2% hits; AID 652105, 2013; active = max response of -50% or lower; inconclusive = between -30% and -50%; inactive = -30% or higher; note: value at the top dose of about 77 µM; % is set by controls: 0 for no effect and ±100 for the full control effect
#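 ADP-Glo luminescence end-point after a 60 min room-temperature kinase reaction. PI5P4Kalpha and substrate in HEPES pH 7.4 buffer with EGTA, 0.1% CHAPS and 5% DMSO; ATP at 5 microM final.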
# WRN inhibitor: qHTS for Inhibitors of WRN Helicase; WRN helicase unwinding, fluorescent forked duplex, kinetic; Potency, µM (top dose mostly 114 µM), for inactives: at the top dose activity change, negative = inhibition, hits mostly inhibitors; 360,000 compounds, 0.46% hits; note: potency is the fitted concentration of half-maximal effect; % is set by controls: 0 for no effect and ±100 for the full control effect; nearly all actives have a fitted effect of over 55% in size
#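 WRN at 20 nM final preincubated with compound 15 min at room temperature; reaction started with 100 nM fluorophore/quencher forked duplex oligonucleotide and 2 mM ATP final. Unwinding followed kinetically by red fluorescence (ex 525, em 598 nm).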
# An asterisk follows results filed as active; ? = inconclusive; · = no result given; [ ] = dose if it differs, or a comment. Unless noted, calls come from the whole dose curve; as a rule, active = well fitted curve in the direction sought with a large enough effect; inconclusive = small, poorly fitted or top-dose-only effect, or another doubt; inactive = no such curve, though single readings can be large; an effect the other way counts as inactive or inconclusive.
Molecule	EPAC1 ag	aSyn yeast inh	EPAC1 antagonist	PLK1 PBD block	IL2 activator	FUS suppressor	Abeta yeast res	PI5P4K alpha inh	WRN inhibitor
O=[N+]([O-])c1cnccc1Nc1ccc(F)cc1	2%	1%	-2%	-14%	0.4	-23%	-15%	1	9%
CCOC(=O)c1ccc(S(=O)(=O)n2c(CN3CCCCC3)nc3ccccc32)cc1	3%	1%	-4%	-3%	-1.4	36%	24%	9	-17%
COc1ccc(-c2c[n+]3c(n2-c2ccccc2)CCCCC3)cc1	12%	-3%	4%	30µM*	-4.5	13%	1%	5	-1%
CCN(Cc1cc2ccccc2[nH]c1=O)C(=O)C(C)C	0%	1%	11%	-7%	-2.9	15%	-5%	0	4%
COc1ccc(CCNC(=O)Cn2c(=O)n(CC3CCCO3)c(=O)c3ccccc32)cc1OC (stereo not drawn)	3%	0%	-24%	-13%	1.1	5%	12%	7	-8%
Fc1ccc(-c2nc3c(-c4ccccc4)cnn3cc2CCN2CCOCC2)cc1	-6%	2%	-9%	-1%	1.2	7%	1%	6	-8%
O=S(=O)(Nc1nc2ccccc2nc1N1CCN(CCO)CC1)c1cc(F)ccc1F	-1%	-4%[1.84 µM]	5%	-5%	3.0	17%	-17%	5	-1%
CSCCC(NC(=O)c1ccc([N+](=O)[O-])cc1Cl)C(=O)OCC(=O)N(C)C (stereo not drawn)	1%	-4%	-20%	-9%	-0.3	·	0%	7	25%
CN(C)CCOC(=O)NC12CC3CC(CC(C3)C1)C2	-3%	3%	3%	-8%	-0.4	7%	-8%	4	11%
O=C(OCc1ccccc1)N1CCC2CC1c1cc(-c3cc4ccccc4o3)ccc12 (stereo not drawn)	4%	2%	8%	-12%	-3.5	-28%	-6%	8	-3%
Cc1ccc(SC[C@H](Cc2ccccc2)N2CCN(CCc3ccccc3)CCC2=O)cc1	-12%	11%	-5%	-16%	-0.7	0%	23%	5	1%
Cc1ccc(SCc2nc(-c3ccccn3)no2)cc1	-6%	?	4%	-11%	-1.7	-2%	5%	-5	0%
Cn1c(SCC(=O)n2c3c(c4ccccc42)CCCC3)nnc1-c1ccccc1	3%	·	-13%	-4%	1.9	-25%	8%	2	-1%
Nc1nonc1C(=O)N/N=C\c1cc2c(cc1Cl)OCO2	3%	-6%	10%	-1%	-1.5	-9%	-15%	2	16%
COC(=O)CSc1nc(-c2ccc(C)cc2)c2c(c1C#N)CCCC2	6%	-3%	4%	-9%	1.2	3%	5%	-2	0%
Cc1ccc(NC(=O)COC(=O)Cn2c(C)csc2=O)cc1S(=O)(=O)N1CCOCC1	3%	1%	7%	-3%	-0.3	-1%	11%	6	4%
COc1cccc(C2CC(=O)N3CN(c4ccccc4F)CSC3=C2C#N)c1 (stereo not drawn)	-1%	5%	-2%	-12%	-2.0	15%	1%	-74*	3%
CC(=O)Nc1cccc(NC(=O)CSc2nc(=O)n(CCCN3CCOCC3)c3c2CCC3)c1	5%	-6%	0%	-6%	-2.0	3%	15%	4	5%
Cc1ccc(C)c(N2N=C(C(=O)Nc3ccccc3N3CCOCC3)CCC2=O)c1	11%	4%	0%	-10%	-4.7	·	-15%	5	-18%
COc1ccc(C(=O)Nc2ccc3c(c2)OCCO3)cc1[N+](=O)[O-]	-3%	4%	11%	0%	0.4	8%	-4%	-1	-6%
CCN(CC)CC(=O)N1CCCC(C(=O)c2ccccc2OC)C1 (stereo not drawn)	4%	3%	-14%	-1%	-2.6	-29%	6%	-1	1%
O=C(O)c1ccccc1/C=N/NC(=S)NC1CCCCC1	-1%	-4%	-5%	-8%	1.6	7%	?	-6	6%
O=C(NC1CCCCC1)c1ccc(COCC(F)(F)F)o1	-3%	-11%	-3%	-9%	0.8	15%	-7%	-5	-15%
Cc1ccc(-n2ncc3c(SCc4cccnc4)ncnc32)c(C)c1	-12%	-2%	-10%	-6%	-1.4	3%	-13%	-6	4%

# Reformatted with two lines to a compound: part of the list above.
# Each structure is followed by: EPAC1 ag, aSyn yeast inh, EPAC1 antagonist, PLK1 PBD block, IL2 activator, FUS suppressor, Abeta yeast res, PI5P4K alpha inh, WRN inhibitor
- CSCCC(NC(=O)c1ccc([N+](=O)[O-])cc1Cl)C(=O)OCC(=O)N(C)C (stereo not drawn)
    1%, -4%, -20%, -9%, -0.3, ·, 0%, 7, 25%
- CN(C)CCOC(=O)NC12CC3CC(CC(C3)C1)C2
    -3%, 3%, 3%, -8%, -0.4, 7%, -8%, 4, 11%
- O=C(OCc1ccccc1)N1CCC2CC1c1cc(-c3cc4ccccc4o3)ccc12 (stereo not drawn)
    4%, 2%, 8%, -12%, -3.5, -28%, -6%, 8, -3%
- Cc1ccc(SC[C@H](Cc2ccccc2)N2CCN(CCc3ccccc3)CCC2=O)cc1
    -12%, 11%, -5%, -16%, -0.7, 0%, 23%, 5, 1%
- Cc1ccc(SCc2nc(-c3ccccn3)no2)cc1
    -6%, ?, 4%, -11%, -1.7, -2%, 5%, -5, 0%
- Cn1c(SCC(=O)n2c3c(c4ccccc42)CCCC3)nnc1-c1ccccc1
    3%, ·, -13%, -4%, 1.9, -25%, 8%, 2, -1%
- Nc1nonc1C(=O)N/N=C\c1cc2c(cc1Cl)OCO2
    3%, -6%, 10%, -1%, -1.5, -9%, -15%, 2, 16%

# Continuation:
Molecule	EPAC1 ag	aSyn yeast inh	EPAC1 antagonist	PLK1 PBD block	IL2 activator	FUS suppressor	Abeta yeast res	PI5P4K alpha inh	WRN inhibitor
O/N=C/c1cn(-c2ccc(Cl)cc2)nn1	7%	1%	7%	-14%	0.0	0%	-17%	0	-3%
O=S(=O)(NC1CCCCC1N1CCN(c2ccc(F)cc2)CC1)c1ccc(Cl)cc1 (stereo not drawn)	11%	-4%	-26%	-29%	-4.0	4%	5%	6	-7%
Cc1ccc2oc(=O)c(/C=C(\O)c3ccco3)nc2c1	10%	6%	14%	2%	6.3	-19%	-9%	2	1%
CCCCCCN1C[C@H](n2cc(COC(=O)c3ccccc3)nn2)[C@@H](O)C[C@@H]1c1ccc(OC)cc1	0%	6%	-6%	1%	-3.8	26%	8%	27	-9%
CC(C)NC(=NCc1ccc(Cl)cc1Cl)Nc1ccccc1	-10%	?	11%	-10%	-0.6	-15%	5%	-10	6%
CCOc1ccccc1/C=N/NC(=O)c1nnn(-c2nonc2N)c1CN1CCCC1	4%	-1%	-27%	-10%	-0.6	-9%	-5%	-3	1%
CC(C)(C)OC(=O)N1CCC[C@H]1c1nnc(SCc2ccccc2F)o1	-8%	5%	4%	-1%	-0.5	10%	14%	-5	-2%
Cc1ccc(C(=O)OCC(=O)NCc2ccc(Cl)cc2Cl)o1	4%	5%	-1%	6%	-0.5	-8%	16%	3	0%

# The results go on:
# Letters: A = EPAC1 ag; B = aSyn yeast inh; C = EPAC1 antagonist; D = PLK1 PBD block; E = IL2 activator; F = FUS suppressor; G = Abeta yeast res; H = PI5P4K alpha inh; I = WRN inhibitor
O=S(=O)(N[C@H](CO)Cc1ccccc1)c1ccc(Br)cc1F
  A: 4% | B: 10% | C: -8% | D: -5% | E: -0.5 | F: -21% | G: 20% | H: 0 | I: 6%

Cc1cc(C=O)c(C)n1-c1cc(C(=O)O)cc(C(=O)O)c1
  A: 11% | B: 6% | C: 12% | D: ? | E: -2.8 | F: 7% | G: -2% | H: -13 | I: -26%

N#Cc1ccc(Cl)cc1NC(=O)CNc1cccc(S(=O)(=O)N2CCCC2)c1
  A: -1% | B: -2% | C: 2% | D: -5% | E: -1.4 | F: 13% | G: 4% | H: 7 | I: -7%

C=CCNC(=S)Nc1ccc(OC)c(S(=O)(=O)N2CCOCC2)c1
  A: 12% | B: -2% | C: -18% | D: -7% | E: -2.0 | F: 20% | G: 3% | H: -1 | I: 2%

O=C(NC1CCCCCC1)c1cc(S(=O)(=O)N2CCOCC2)ccc1N1CCCCC1
  A: 12% | B: -6% | C: 9% | D: -9% | E: -2.2 | F: ? | G: -6% | H: · | I: -8%

COc1ccccc1C(=O)NC(CCSC)C(=O)OCC(=O)N1CCCC1=O (stereo not drawn)
  A: -2% | B: -3% | C: -1% | D: -3% | E: -0.1 | F: -11% | G: -15% | H: -8 | I: 21%

O=C(O)Cc1ccc(OCc2ccc(Cl)nc2)cc1
  A: 6% | B: 2% | C: -18% | D: -2% | E: 1.7 | F: -1% | G: 2% | H: 2 | I: -14%

CC1=CC(C)(C)N2C(=O)C3(SCC(=O)N3c3ccc(O)cc3)c3cc(C)cc1c32 (stereo not drawn)
  A: -5% | B: · | C: 2% | D: -2% | E: -0.9 | F: -8% | G: -7% | H: -9 | I: 10%

COC(=O)N/N=C/c1ccc(-c2ccc(C)c(Cl)c2)o1
  A: -4% | B: 2% | C: -3% | D: -5% | E: -1.4 | F: · | G: -15% | H: -1 | I: 0%
